# SIRT5 block = SIRT5 desuccinylase inhibitors, primary screen, biochemical, fluorescence imaging, single point, set 5 | AID 652115, 2013 | 1.1% of 330,000 active | Purified SirT5, succinyl-peptide AMC, trypsin-coupled fluorescence | inhibition, % at 15 µM; in the data active = inhibition above about 15%
# Target sequence (Q9NXA8 whole entry, looked up): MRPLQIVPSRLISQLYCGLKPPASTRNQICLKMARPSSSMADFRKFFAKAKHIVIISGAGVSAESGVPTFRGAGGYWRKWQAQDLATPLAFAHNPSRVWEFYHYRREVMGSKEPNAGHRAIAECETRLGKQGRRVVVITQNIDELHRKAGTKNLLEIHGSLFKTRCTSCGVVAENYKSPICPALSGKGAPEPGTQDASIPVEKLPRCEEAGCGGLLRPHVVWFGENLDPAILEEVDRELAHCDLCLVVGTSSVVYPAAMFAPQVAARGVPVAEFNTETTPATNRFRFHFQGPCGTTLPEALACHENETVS
# FN deposition inh = inhibitors of fibronectin matrix deposition, primary screen, AH1F cells, Alexa488-fibronectin fluorescence, plate reader; AH1F fibroblasts, overnight; inhibition, % at 12.6 µM; 0.086% of 350,000 active; AID 743247, 2014;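 active = mean inhibition across replicates of 30% or more, regardless of how many single replicates reach that level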;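 note: positive control wells lacked labelled fibronectin entirely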
#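 Material: AH1F fibroblast monolayer depositing Alexa488-labelled fibronectin into matrix / Amount: 10000 AH1F cells per well / Signal: fluorescence 485/525 nm / Medium: DMEM, 2% serum / Compound: single dose, pinned / Incubation: 1 h cell adhesion before compound, then overnight fibronectin incubation / Reagent: Alexa488-FN, 24 nM final / Read-out: inhibition of fibronectin deposition signal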
# LGR2 antag = inhibitors of bursicon-induced LGR2 CRE-luciferase signal, primary screen, cell-based, HEK293, CRE-luciferase reporter, bursicon stimulation. bursicon-stimulated, 4 h. 0.35% of 380,000 active. Drosophila bursicon receptor LGR2 (rickets). inhibition, % at 9.99 µM;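 active = drop in luminescence signal, shown as inhibition above about 50% in the replicate tests, limit read from the data, passing the limit was not always enough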;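 note: agonist challenge used bursicon conditioned medium at about half maximal strength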
# S100A4 MyoIIA = inhibitors of S100A4-myosin IIA peptide binding, primary screen, biochemical, fluorescence polarization, TAMRA-MyoIIA peptide. Protein S100-A4 (Homo sapiens), P26447. inhibition, % at 10.7 µM. 0.14% of 360,000 active. AID 652163, 2013;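 active = mean inhibition of at least 70% across replicates, with every replicate also reaching that level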
# Target sequence (P26447 whole entry, looked up): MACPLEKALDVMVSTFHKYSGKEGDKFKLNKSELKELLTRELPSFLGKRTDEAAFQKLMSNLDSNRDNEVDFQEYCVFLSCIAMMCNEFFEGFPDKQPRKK
#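 Test system: S100A4 monomer protein. Medium: HEPES buffer with Ca2+, pH 7.2. Reagent: fluorescent myosin IIA peptide, 5 nM. Compound dosing: single-point compound testing. Timing: 5 min between mix addition and reading. Benchmarks: DMSO neutral and TFP positive wells.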
# esBAF inh = Bmi1 luciferase reporter increase in mESCs, primary screen, esBAF inhibitor project, mouse ES cells, Bmi1 luciferase knock-in, single point; reporter increase, % at 12.5 µM; 24 h; 100% = twice the neutral-well signal; AID 602393, 2012; 2% of 350,000 active; in the data active = activation above about 40%;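 note: 0% = median of the plate's neutral control wells and 100% = double that signal; a rise in the Bmi1 reporter signal indicates esBAF inhibition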
# C2C12 statin = suppressors of statin myotoxicity in C2C12 myotubes, primary screen, cell-based, single point, plate reader. C2C12 myotubes + simvastatin, ATP luminescence, 48 h; scaled: DMSO 0, geranylgeraniol control 100. rescue of ATP level, % at 7.49 µM. 0.78% of 330,000 active;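 active = mean ATP rescue above about 67%, or every replicate alone reaching that limit, limit read from the data, passing the limit was not always enough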;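 note: myotubes were challenged with 10 µM simvastatin during compound exposure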
# CASP6 VEID inh = human caspase-6 inhibitors, primary screen, biochemical, VEID-R110 fluorescence, single point, set 2 | P55212 | purified caspase-6, Z-VEID-R110 cleavage fluorescence | inhibition, % at 12.5 µM | 0.53% of 350,000 active | AID 686996, 2013;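 active = mean inhibition across replicates at least about 35%, with every replicate also reaching that limit, limit read from the data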;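 note: 0% = median of neutral control wells and 100% = no fluorescence left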
# Target sequence (P55212 24-179 limits assumed): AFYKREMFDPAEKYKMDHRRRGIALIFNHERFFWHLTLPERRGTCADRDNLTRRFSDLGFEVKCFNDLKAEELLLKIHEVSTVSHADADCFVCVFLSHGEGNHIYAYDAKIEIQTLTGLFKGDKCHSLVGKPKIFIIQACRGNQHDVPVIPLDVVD
# Target sequence (P55212 194-293 limits assumed): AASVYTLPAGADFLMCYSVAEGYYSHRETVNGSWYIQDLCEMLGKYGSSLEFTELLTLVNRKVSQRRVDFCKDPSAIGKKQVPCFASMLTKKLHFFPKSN
# Active calls of the source: *; / = no result given; & = joins results of further samples.
# Each structure is followed by: S100A4 MyoIIA, C2C12 statin, esBAF inh, FN deposition inh, SIRT5 block, LGR2 antag, CASP6 VEID inh
1) CO[C@H]1CN(C)C(=O)c2cc(NC(C)=O)ccc2OC[C@@H](C)N(C(=O)c2ccccc2)C[C@@H]1C
→ -1.7, -3.0, -0.8, -10.2, -1.4, -8.6, 0.5
2) O=C(N/C(=C/c1ccc(F)cc1)C(=O)N1CCCCC1)c1ccco1
→ -2.1, /, /, -4.6, -0.7, 13.1, -0.6
3) OC[C@@H]1[C@@H](c2ccc(C#Cc3ccccc3)cc2)[C@H]2CN(CC3CCOCC3)CCCCN12
→ 8.7, /, /, /, -3.7, -25.7, 0.6
4) Cc1noc(C)c1CSCC(=O)Oc1ccc(N(C)S(=O)(=O)c2ccccc2)cc1
→ -3.0, 12.2, -12.9, -7.6, -1.0, -1.4, 1.9
5) Cc1nn(C)c(C(=O)N/N=C/c2cc3c(cc2Br)OCO3)c1Br
→ /, -2.5, -2.4, /, /, -2.1, /
6) O=C(c1cccnc1)N1C[C@@H]2[C@H](c3ccccc31)[C@@H](CO)N2C(=O)C1CCCC1
→ 5.2, 7.6, 3.2, /, 0.2, 0.5, -0.6
7) CC(C)CCn1c(=O)c2ccccc2n2c(CN3CCOCC3)nnc12
→ 16.0, /, /, -1.5, -1.9, 12.6, -2.9
8) Cc1ccc(/C=C/C(=O)Nc2ncc(C)s2)o1
→ -8.1, /, /, 3.3, 1.8, 6.8, 10.8
9) COC(=O)c1c(NC(=O)CC2NCCNC2=O)sc2c1CCCC2 (stereo not drawn)
→ /, -3.2, -5.7, 4.9, /, /, /
10) CCC(CC)c1nnc(NC(=O)C2CSC3(C)CCC(=O)N23)s1 (stereo not drawn)
→ -2.7, 6.5, 3.5, 3.0, 0.3, 16.8, -3.9

# New compounds follow
# Each structure is followed by: S100A4 MyoIIA, C2C12 statin, esBAF inh, FN deposition inh, SIRT5 block, LGR2 antag, CASP6 VEID inh
11) C[C@@H]1CN([C@H](C)CO)C(=O)Cc2cc(NC(=O)CCC(F)(F)F)ccc2O[C@@H]1CN(C)Cc1ccc(Oc2ccccc2)cc1
→ /, 6.1, 0.3, 11.6, /, 11.5, /
12) Fc1ccc(NC(=S)N2CCN(C/C=C/c3ccccc3)CC2)c(F)c1
→ 9.6, /, /, -9.4, 0.4, /, 1.0
13) COc1ccccc1CN1[C@H](CO)[C@@H](c2ccccc2)C12CN(C(=O)c1ccccn1)C2
→ -0.7, /, /, /, -0.9, 16.6, -1.0
14) C[C@@H]1CCCCO[C@@H](CN(C)S(=O)(=O)c2cccs2)[C@H](C)CN([C@H](C)CO)C(=O)c2cc(NC(=O)C3CCCCC3)ccc2O1
→ -7.3, /, -0.7, /, 8.6, -15.0, -1.3
15) O=C(CCCn1c(=O)[nH]c2ccsc2c1=O)NCc1cccs1
→ /, 2.1, -0.8, 4.6, /, /, /
16) C[C@@H]1CN([C@@H](C)CO)C(=O)c2cc(NS(=O)(=O)c3cccs3)ccc2O[C@H]1CN(C)C(=O)Nc1ccc(C(F)(F)F)cc1
→ 2.2, -13.8, -0.6, 5.1, 1.0, -5.3, -0.5
17) CCOc1ccc(S(=O)(=O)NCCC(=O)N2CCC(Cc3ccccc3)CC2)cc1
→ -13.4, 3.2, -8.3, 2.6, 2.0, 6.1, -4.2
18) Cc1ccc(-n2nc3ccc(N)cc3n2)c(C)c1
→ -2.8, -2.8, -41.0, -3.0, -3.0, -51.0, -1.1
19) C[C@H](CO)N1C[C@H](C)[C@H](CN(C)S(=O)(=O)c2cccc(F)c2)Oc2ncc(-c3cccc(F)c3)cc2C1=O
→ -17.9&29.6, 37.7&33.7, /, -6.0, 0.4&1.3, -10.6, 0.5&0.5
20) O=S(=O)(c1ccccc1)N1CCC(O)(CSc2ccc(F)cc2)CC1
→ -4.8, 3.3, -7.3, 0.4, -4.1, -4.4, -2.0

# Further results.
# Each structure is followed by: S100A4 MyoIIA, C2C12 statin, esBAF inh, FN deposition inh, SIRT5 block, LGR2 antag, CASP6 VEID inh
21) Cc1[nH]n(-c2ccccc2)c(=O)c1C(=O)c1ccccc1
→ -1.8, -6.1, 26.3, -3.4, -1.5, -11.6, 0.1
22) CCn1c(O)c(N=NC(=O)CNC(=O)Cc2ccccc2)c2ccccc21
→ -11.6, -7.9, 0.7, -7.6, -1.0, 1.4, 3.8
23) C/C(=N/NS(=O)(=O)c1ccccc1)c1ccc(NC(=O)C2CC2)cc1
→ 0.5, 2.4, 0.9, 6.4, -1.8, /, 0.8
24) O=C(Oc1ccc2c(c1)OCO2)c1cc2c(s1)CCC2
→ /, -6.2, -7.7, 0.4, /, /, /
25) CN(C(=O)COC(=O)c1ccc([N+](=O)[O-])cc1Cl)C1CCCCC1
→ 8.8, 19.9, 2.1, -0.9, 0.1, 6.9, 6.5
26) CC(C)=CC(=O)N1CCCc2ccccc21
→ /, -7.9, 0.1, /, /, 8.8, /
27) CC(C)Oc1cccc(C(=O)N2CCCC2)c1
→ 3.0, /, 4.8, 3.6, -0.4, 13.4, -5.1
28) C/C(=N\NC(=O)c1ccc([N+](=O)[O-])cc1)c1c(O)cc(C)oc1=O
→ -2.9, 4.3, -1.8, -1.5, /, -19.9, -0.2
29) COc1ccccc1OCC(=O)Nn1c(=S)[nH]c2ncccc2c1=O
→ -1.7, /, /, 3.8, -4.1, 4.5, -3.0
30) CC1=CC(C)(C)NC(=S)N1c1ccc(C)cc1C
→ 9.0, /, /, -6.0, -4.9, 30.8, -1.9

# 14 structures out of the list, arranged by heavy-atom count, high to low.
# Each structure is followed by: S100A4 MyoIIA, C2C12 statin, esBAF inh, FN deposition inh, SIRT5 block, LGR2 antag, CASP6 VEID inh
14) C[C@@H]1CCCCO[C@@H](CN(C)S(=O)(=O)c2cccs2)[C@H](C)CN([C@H](C)CO)C(=O)c2cc(NC(=O)C3CCCCC3)ccc2O1
→ -7.3, /, -0.7, /, 8.6, -15.0, -1.3
16) C[C@@H]1CN([C@@H](C)CO)C(=O)c2cc(NS(=O)(=O)c3cccs3)ccc2O[C@H]1CN(C)C(=O)Nc1ccc(C(F)(F)F)cc1
→ 2.2, -13.8, -0.6, 5.1, 1.0, -5.3, -0.5
19) C[C@H](CO)N1C[C@H](C)[C@H](CN(C)S(=O)(=O)c2cccc(F)c2)Oc2ncc(-c3cccc(F)c3)cc2C1=O
→ -17.9&29.6, 37.7&33.7, /, -6.0, 0.4&1.3, -10.6, 0.5&0.5
13) COc1ccccc1CN1[C@H](CO)[C@@H](c2ccccc2)C12CN(C(=O)c1ccccn1)C2
→ -0.7, /, /, /, -0.9, 16.6, -1.0
17) CCOc1ccc(S(=O)(=O)NCCC(=O)N2CCC(Cc3ccccc3)CC2)cc1
→ -13.4, 3.2, -8.3, 2.6, 2.0, 6.1, -4.2
22) CCn1c(O)c(N=NC(=O)CNC(=O)Cc2ccccc2)c2ccccc21
→ -11.6, -7.9, 0.7, -7.6, -1.0, 1.4, 3.8
29) COc1ccccc1OCC(=O)Nn1c(=S)[nH]c2ncccc2c1=O
→ -1.7, /, /, 3.8, -4.1, 4.5, -3.0
28) C/C(=N\NC(=O)c1ccc([N+](=O)[O-])cc1)c1c(O)cc(C)oc1=O
→ -2.9, 4.3, -1.8, -1.5, /, -19.9, -0.2
15) O=C(CCCn1c(=O)[nH]c2ccsc2c1=O)NCc1cccs1
→ /, 2.1, -0.8, 4.6, /, /, /
21) Cc1[nH]n(-c2ccccc2)c(=O)c1C(=O)c1ccccc1
→ -1.8, -6.1, 26.3, -3.4, -1.5, -11.6, 0.1
24) O=C(Oc1ccc2c(c1)OCO2)c1cc2c(s1)CCC2
→ /, -6.2, -7.7, 0.4, /, /, /
18) Cc1ccc(-n2nc3ccc(N)cc3n2)c(C)c1
→ -2.8, -2.8, -41.0, -3.0, -3.0, -51.0, -1.1
27) CC(C)Oc1cccc(C(=O)N2CCCC2)c1
→ 3.0, /, 4.8, 3.6, -0.4, 13.4, -5.1
26) CC(C)=CC(=O)N1CCCc2ccccc21
→ /, -7.9, 0.1, /, /, 8.8, /

# (cont.)
# Each structure is followed by: S100A4 MyoIIA, C2C12 statin, esBAF inh, FN deposition inh, SIRT5 block, LGR2 antag, CASP6 VEID inh
31) CCCCCCCCCCSc1n[nH]c(N)n1
→ -0.9, /, /, -2.6, 0.8, -21.1, 2.3
32) CC(Oc1ccccc1)C(=O)N1CCN(c2ccc(N3CCCCC3)nn2)CC1 (stereo not drawn)
→ -2.9, 6.2, 11.8, 0.6, 1.7, 10.8, -4.0
33) O=C(CSc1nnc(-c2ccccc2O)n1-c1ccccc1)Nc1cccc(C(=O)O)c1
→ -5.7, -0.1, -4.4, 4.6, -4.4, 4.6, -4.3
34) COc1ccc(C(C)=O)cc1COC(=O)c1ccc(N)c([N+](=O)[O-])c1
→ -1.5, /, /, /, 0.0, -3.3, 3.6
35) O=C(Nc1ccc2c(c1)OCCO2)C1CCCN1C(=O)Nc1ccccc1 (stereo not drawn)
→ -6.5, 22.2, 4.3, -3.3, 0.4, 5.8, -2.1
36) O=C(CSCC(=O)Nc1ccccc1)N/N=C/c1c(O)ccc2ccccc12
→ /, 2.4, -64.6, -3.2, /, 24.0, /
37) Cc1nc2c(OCc3ccc(C(F)(F)F)cc3)cccn2c1N(C)Cc1cccs1
→ -4.8, -50.8, 5.0, -5.8, -1.3, -25.2, /

# Screening results from PubChem BioAssay.

# Only part of the results is shown; the hit share may differ from the screen's.
